PglD inh – C. jejuni PglD acetyltransferase inhibitors, primary screen, biochemical, DTNB colorimetric, single point | UDP-N-acetylbacillosamine N-acetyltransferase PglD (Campylobacter jejuni) | purified PglD enzyme, DTNB colorimetric CoA detection | inhibition, % at 12.5 µM | actives 0.098% (n = 360,000) | AID 602405, 2012; in the data active means inhibition above about 16%, passing the limit was not always enough; inconclusive means no clear call, values can overlap the other calls; further: strong numbers were not always called active
Cneo AK release – Cryptococcus neoformans cell lysis inducers, primary screen, AK release luminescence, single concentration; actives 0.2% (n = 360,000); lysis activity, % at 15 µM; AID 651654, 2012; C. neoformans lysis, adenylate kinase release luminescence, 4 h; normalised: neutral wells 0, clomiphene wells 100;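 active means mean lysis activity across replicates of at least 80%, whatever share of replicates individually reach that level; inactive means mean lysis activity below 80%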
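Test system: log-phase Cryptococcus neoformans yeast cells. Input: 5 × 10^6 yeast cells/mL. Medium: fresh YPD growth medium. Doses: single dose. Incubation: static 4 h at 37 °C with compound, 1 h detection. Measured by: luminescent adenylate kinase detection reagent. Read-out: signal increase indicating cell lysis. Benchmarks: Clomiphene.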
PGC1a acetyl inh – inhibitors of PGC1a acetylation signal, primary screen, cell-based, U2OS, AlphaScreen, inhibitor mode | AlphaScreen anti-acetyl-lysine; with virally co-expressed GCN5 acetyltransferase | inhibition, % at 15.6 µM | actives 0.17% (n = 350,000) | AID 651687, 2012;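 active means every replicate shows inhibition of at least 40%; inconclusive means mean inhibition at least 40% but some replicate below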;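 further: 0% = neutral control wells and 100% = positive control wells; some results beyond the cut were filed as inactive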
INS-1E GSIS act – GLuc luminescence reporter in INS-1E cells, primary screen for activators of glucose-dependent secretion of insulin. actives 0.61% (n = 370,000). activation, % at 16.6 µM. AID 743287, 2014. INS-1E GLuc reporter insulin secretion, 2-3 h;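 active means lowest replicate activation of at least 40%, so every replicate reaches that level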;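 further: 0% = median of neutral control wells and 100% = median of IBMX positive control wells; some compounds called inactive have numbers as strong as hits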
C2C12 statin – suppressors of statin myotoxicity in C2C12 myotubes, primary screen, cell-based, single point, plate reader | C2C12 myotubes + simvastatin, ATP luminescence, 48 h; scaled: DMSO 0, geranylgeraniol control 100 | rescue of ATP level, % at 7.49 µM | actives 0.78% (n = 330,000);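 active means mean ATP rescue above about 67%, or every replicate alone reaching that limit, limit read from the data, passing the limit was not always enough; inconclusive means no clear call, values can overlap the other calls; inactive means mean under the limit and some replicate under it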;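 further: myotubes were challenged with 10 µM simvastatin during compound exposure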
FN deposit inh – inhibitors of fibronectin matrix deposition, primary screen, AH1F cells, Alexa488-fibronectin fluorescence, plate reader; AH1F fibroblasts, overnight; inhibition, % at 12.6 µM; actives 0.086% (n = 350,000); AID 743247, 2014;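 active means mean inhibition across replicates of 30% or more, regardless of how many single replicates reach that level; inconclusive means mean under 30% yet at least half of replicates reach 30%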;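 further: positive control wells lacked labelled fibronectin entirely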
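Material – AH1F fibroblast monolayer, labelled fibronectin deposition · Reagent – labelled fibronectin 24 nM · Timing – 1 h adhesion, overnight exposure · Measured by – fluorescence at 485 nm excitation, 525 nm emission · Read-out – inhibition of fibronectin deposition signal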
CFTR F508del cor – F508del CFTR correction, initial screen, CFBE line, single point; CFBE cells, YFP halide quenching; stimulated with forskolin plus potentiator P3; % fluorescence drop versus neutral controls; activity (quench increase), % at 7.58 µM; actives 0.36% (n = 350,000);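 active means mean added fluorescence quench of at least 8% versus neutral control, with both replicates also reaching 8%; inconclusive means only one of the mean or replicate conditions met; inactive means mean below 8% and not both replicates reaching 8%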;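 further: cells transiently co-express mutant CFTR-F508del with the halide-sensitive YFP; corrector assay measuring rescue of mutant channel to the surface after 24 h compound exposure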
miR-122 sensor – miR-122 Renilla sensor signal increase in Huh7, primary screen, miR-122 inhibitor project, cell-based, single point, plate reader. activation (reporter increase), % at 12.5 µM. AID 602342, 2012. Huh7 miR-122 Renilla luciferase sensor, 48 h; neutral wells = 0, positive control = 100. actives 0.3% (n = 340,000);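 active means mean replicate activation score at least 90 and every replicate individually at or above 90; inconclusive means only one of the two criteria met; inactive means neither criterion met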;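 further: higher luciferase means less miR-122 activity so hits act as miR-122 inhibitors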
* = called active by the depositor; u = inconclusive; x = not tested or not shown; & = joins results of further samples; ! = a repeat was not active; [ ] = dose if it differs, or a comment.

Values run as follows: PglD inh, Cneo AK release, PGC1a acetyl inh, INS-1E GSIS act, C2C12 statin, FN deposit inh, CFTR F508del cor, miR-122 sensor
> CN1CCN(C(=O)C[C@H]2CC[C@H]3[C@@H](COC[C@H](O)CN3C(=O)c3ccc(F)cc3)O2)CC1
  -6, -3, 3, 26, -2, -6, -2.0, -3[16.7 µM]
> C=CCNC(=S)N1CCN(CCN=CC2=C(O)CC(c3cccs3)CC2=O)CC1 (stereo unspecified)
  -6, 2, 6, x, 8, -1, x, -1
> Cc1cc(N2CC(C(=O)NCc3cccs3)CC2=O)ccc1C(C)C (stereo unspecified)
  -1, -1, -6, x, -7, -4, x, 5
> C[C@@H]1CN([C@@H](C)CO)C(=O)c2cc(NC(=O)CCN3CCOCC3)ccc2O[C@@H]1CN(C)Cc1ccc(Oc2ccccc2)cc1
  -3, -7, -1, 2, -45, 6, -3.2, 52[16.7 µM]
> CCN(C(=O)CSc1nc2ccccc2n1CC)C1CCS(=O)(=O)C1 (stereo unspecified)
  -6, 3, -9, 4, -2, 6, 1.5, 3
> CCOC(=O)CC1=NS(=O)(=O)c2ccccc2N1
  3, -1, x, -3, x, 0, x, -13
> CN1C[C@H]2[C@@H](c3ccccc31)[C@H](CO)N2C(=O)c1ccccn1
  1, 1, 4, -7, -2, x, -1.8, 18[16.7 µM]
> COc1cccc(S(=O)(=O)N[C@H]2CC[C@H](CCNC(=O)Cc3ccncc3)O[C@H]2CO)c1
  0, -3, 0, -4, -3, -12, 1.4, x
> COc1ccc(CNC(=O)CSc2nc(SC)ns2)cc1
  0, -1, 16, 20, 17, 9, -1.1, -8
> Cc1c(-n2c(=O)n(Cc3ccccc3)c(=O)c3[nH]cnc32)cccc1S(C)=O (stereo unspecified)
  7, 1, 4, 10, -8, -2, -1.1, x
> O=C(C1=C[C@H](c2coc3ccccc3c2=O)C[C@H](OCCCCO)O1)N1CCN(Cc2ccc3c(c2)OCO3)CC1
  3, 3, 1, -8, 4, 6, -0.3, -2
> CCN1Cc2c(cc(OC)c(OC)c2OC)-c2ccccc2S1(=O)=O
  7, 14, 3, 22, -5, 4, -3.0, -1
> COc1ccc(S(=O)(=O)N(C)C[C@H]2Oc3ccc(NC(=O)NC(C)C)cc3CC(=O)N([C@@H](C)CO)C[C@@H]2C)cc1
  -1, -2, -4, 23, 32, -9, 1.5, -12[16.7 µM]
> CN(CC(=O)NC1CCN(Cc2ccccc2)CC1)S(=O)(=O)c1ccc(Cl)s1
  x, 0, x, 15, 0, 5, 1.5, x
> COc1ccc(-c2nc(CS(=O)CC(=O)NCCN3CCCCC3C)c(C)o2)cc1OC (stereo unspecified)
  -1, 2, -9, 31, -1, 6, -0.4, -3
> CN1CCN(C(=O)c2cc3sc4ccccc4c3s2)CC1
  1, -10, 3, 13, x, -5, 0.4, 4
> COC(=O)CN1C2(C#N)CCCCC2CC2CCCCC21C#N (stereo unspecified)
  -2, 4, -1, x, x, x, x, 3
> O=c1[nH]cnc2c1ncn2Cc1ccc([N+](=O)[O-])cc1
  -3, 0, x, 2, -5, 3, -2.0, x
> Cc1cccc(S(=O)(=O)N2C[C@@H]3N[C@H](C2)C3c2ccc(-c3ccccc3F)cc2)c1 (stereo partly specified)
  x, x, -44&-28, 81*!, x, 11&0, 5.7&-0.8, x
> CS(=O)(=O)Nc1cccc(-c2cc(NC=O)c3ncc(-c4ccc(F)c(Cl)c4)n3c2)c1
  -3, 0, -16, 2, -8, 16, -1.9, -5

Following part.
Values run as follows: PglD inh, Cneo AK release, PGC1a acetyl inh, INS-1E GSIS act, C2C12 statin, FN deposit inh, CFTR F508del cor, miR-122 sensor
> CC(=O)N1CCOc2ccc(S(=O)(=O)NCC3CCC(C(=O)Nc4ccc(C)cn4)CC3)cc21 (stereo unspecified)
  -11, 1, 5, -31, 28, -2, 3.1, 6
> CC(=O)c1ccc(NS(=O)(=O)c2ccc(N/C=C/C(=O)c3ccc(F)cc3)cc2)cc1
  x, x, 4, -5, x, 0, -3.5, x
> Cc1cccc(NC(=O)c2cc[n+]([O-])cc2)c1C
  1, 1, 13, -1, -7, 13, 2.0, 11
> Cc1nc(SCC(=O)Nc2c(C)n(C)n(-c3ccccc3)c2=O)c2cnn(-c3ccccc3)c2n1
  1, 0, 1, -7, -1, -9, -0.9, -2
> CC(C)NC(=O)N[C@H]1CC[C@@H](CCNC(=O)C2CCOCC2)O[C@H]1CO
  -1, 4, -9, 3, 6, 12, 0.5, -2[16.7 µM]
> C[C@@H]1CN([C@@H](C)CO)C(=O)Cc2cc(NC(=O)CCC(F)(F)F)ccc2O[C@H]1CN(C)C(=O)Nc1ccc2c(c1)OCO2
  -1, -12, 1, 5, -8, x, -2.9, 8[16.7 µM]
> CCCNC(=O)Nc1ccc2c(c1)OC[C@H](C)N(CCC)C[C@H](C)[C@H](OC)CN(C)C2=O
  -1, -2, -18, 5, -8, -19, -0.3, -33[16.7 µM]
> CC(C)[C@H](NC(=O)C1CCN(S(=O)(=O)c2ccc(F)cc2)CC1)C(=O)NCc1ccncc1
  -3, 6, -1, 16, 9, -4, 0.5, -8
> O=C(C1CCOCC1)N1CC(=O)N2[C@H](CO)[C@@H](c3ccc(C#CCc4ccccc4)cc3)[C@@H]2C1
  x, x, -8, -9, x, 5, 0.8, x
> Cc1noc(C)c1S(=O)(=O)N(CC(=O)N1CCn2c1nc1ccccc12)c1ccc(C(C)C)cc1
  -2, 3, 3, -23, 10, -1, 2.4, 0
> O=C(Cc1ccc(F)cc1)N/N=C/c1ccccn1
  x, x, 6, -5, x, 6, 2.2, x
> CN1CCN(C(=O)C[C@@H]2CC[C@H]3[C@@H](COC[C@@H](O)CN3C(=O)Nc3ccc4c(c3)OCO4)O2)CC1
  0, -2, -7, 6, 0, -1, -0.4, -1[16.7 µM]
> COc1cc2c(cc1NS(=O)(=O)N1CCCCC1)oc1ccccc12
  x, x, 4, -26, -18, 2, x, 2
> COCCn1c(SC)nnc1-c1c[nH]c2ccccc12
  1, -4, -5, 17, -7, 6, -0.8, 1
> CS(=O)(=O)N1[C@H](C#N)[C@H](c2ccc(C#CC3CCCC3)cc2)[C@@H]1CO
  -2, -1, 3, -13, -11, -3, 0.8, x
> N#C[C@@H]1[C@H](c2ccc(-c3ccc(F)cc3)cc2)[C@H](CO)N1C(=O)Cc1ccccc1
  3, -2, -4, 1, -7, -16, -2.7, x
> O=C(Nc1cc(-c2nn(CC(=O)N3CCCCC3)c(=O)c3ccccc23)ccc1N1CCOCC1)c1ccc(Cl)cc1
  -8, 1, 9, 2, 2, -1, x, -5
> O=C(Cc1cccs1)Nc1ccccn1
  3, 0, 8, x, 15, 2, x, 4
> C[C@H]1CN([C@@H](C)CO)C(=O)Cc2cc(NS(=O)(=O)c3ccccc3)ccc2O[C@@H]1CN(C)Cc1ccc(-c2ccccc2)cc1
  0, 2, -5, 0, 3, x, -1.5, -5[16.7 µM]
> O=C(CSc1ccc(F)cc1)Nc1nnc(-c2ccco2)o1
  -3, 2, -17, -15, -6, 3, 2.5, -2

(further entries)
Values run as follows: PglD inh, Cneo AK release, PGC1a acetyl inh, INS-1E GSIS act, C2C12 statin, FN deposit inh, CFTR F508del cor, miR-122 sensor
> COc1ccc(NC(=O)CSc2nc(N)cc(N)n2)cc1S(=O)(=O)N1CCCCC1
  x, 0, -5, 0, 2, -2, -1.0, 15
> COCC(=O)Nc1ccc2c(c1)C(=O)N(C)C[C@H](OC)[C@@H](C)CN(CC1CC1)[C@@H](C)CO2
  -6, 0, 10, 2, 2, 0, 1.4, x
> CCOC(=O)CCC(=O)NNC(=O)c1ccc(NC(=O)c2ccccc2)cc1
  x, x, -2, 27, x, 27, 0.8, x
> CN(C)C(=O)C[C@H]1CC[C@H]2[C@@H](COC[C@@H](O)CN2CC2CCCCC2)O1
  -2, 1, 4, 40, 18, -3, 1.9, 2[16.7 µM]
> CCOC(=O)c1c(-c2ccc(C)o2)csc1NC(=O)CSc1ncn[nH]1
  0, 1, -3, 2, 14, -6, x, -5
> CCn1c(C(=O)OC)cc2c1ccn2-c1ccc(F)cc1
  -7, -3, -4, x, -84, 3, x, 2
> Cc1ccc(S(=O)(=O)NCCCNC(=O)c2ccccc2)cc1
  -1, 1, -3, x, 2, 2, x, 39
> C[C@H]1CN([C@@H](C)CO)C(=O)c2cccc(NC(=O)Nc3ccccc3)c2O[C@H]1CN(C)C(=O)Nc1ccccc1
  x, x, 6, -6, -19, x, -0.7, -4[16.7 µM]
> Cc1cccc(S(=O)(=O)N(C)C[C@H]2OCc3ccccc3-c3ccccc3C(=O)N([C@H](C)CO)C[C@H]2C)c1
  -4, 0, -2, -13, 3, -1, 2.2, x
> COc1cccc(C(C)(O)c2nc(-c3cccc4cccnc34)cs2)c1 (stereo unspecified)
  x, 3, -16, -14, 6, -2, -1.1, 6
> Cc1cccc(S(=O)(=O)N(C)C[C@H]2OCc3ccccc3-c3c(n(C)c4ccccc34)C(=O)N([C@@H](C)CO)C[C@H]2C)c1
  1, 3, -15, -18, u, -5, 5.6, x
> COc1ccccc1NS(=O)(=O)c1cc(NC(=O)C2=NNC(=O)CC2)ccc1C
  -1, 0, 0, -1, -13, -3, 2.9, 25
> COc1ccccc1N1CCN(CCc2n[nH]c(=S)n2-c2ccccc2)CC1
  4, -1, 5, 13, 7, 0, x, -5
> CCOC(=O)c1cnn(-c2nc(SC)nc3sc4c(c23)CCCC4)c1N
  4, 0, -13, -17, x, x, x, -1
> C[C@@H]1CN([C@H](C)CO)C(=O)c2cc(NC(=O)CCC(F)(F)F)ccc2O[C@@H](C)CCCCO[C@@H]1CN(C)C(=O)Cc1ccccc1
  1, -2, x, -12, -23, 2, -2.0, 1[16.7 µM]
> COc1ccc(S(=O)(=O)N2CCN(c3ccccc3)CC2)cc1
  x, x, -10, 2, 3, -2, -2.9, x
> Cc1ccc(CN2CCN(Cc3ccc(C)s3)CC2CCO)cc1 (stereo unspecified)
  4, 1, x, 2, -1, 0, -0.6, 7
> CCO[C@H]1OC(C(N)=O)=C[C@@H](c2ccc(Br)cc2)[C@@H]1CCCO
  3, 5, -3, 19, -12, 20, 1.0, -4
> CCOC(=O)c1c(NC(=O)COC(=O)/C=C/c2ccccc2)sc(C(=O)NC)c1C
  -2, 0, 3, 9, 4, 0, 0.2, -10
> Cn1c(CC(=O)Nc2ccccc2)nnc1SCC(=O)Nc1ccc(N2CCOCC2)cc1
  -3, 0, x, 5, -2, 7, -3.3, x
> COc1cc(C)ccc1NC(=O)c1ccc(S(=O)(=O)N2CCOCC2)cc1
  2, 1, 1, 7, -2, x, x, -7
> O=C(C[C@@H]1CC[C@H]2[C@@H](COC[C@H](O)CN2S(=O)(=O)c2ccc(Cl)cc2)O1)NCCN1CCCC1
  5, 3, 0, -3, 7, 0, 3.4, 0[16.7 µM]
> COc1ccc(CCN(C)C(=S)Nc2cccc(C)c2)cc1OC
  -3, 0, x, 23, 1, -3, -0.4, 2

From PubChem
